Jurkat tox 60K – cytotoxicity toward Jurkat cells; inhibition, % at 4 µM; Jurkat E6.1 viability, ATP luminescence, 48 h; AID 463; actives 1.2% (n = 56,000);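 active means inhibition above the mean inhibition of all tested compounds plus 3 SD, cut at about 28% in these data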
M1 antagonist – blocks the rat M1 muscarinic receptor response to acetylcholine | B-score at 10 µM | CHO-M1 cells, Fluo-4 calcium, ACh EC80 antagonist mode; hits give low values | P08482 | actives 3.4% (n = 64,000);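 active means calcium fluorescence response, raw or row-and-column corrected B-score, differing from the plate sample mean either way at a set confidence level, mostly lower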
S1P3 agonist – S1P3 (human) receptor agonism; activation, % at 4.5 µM; S1P3 NFAT-BLA reporter cells, FRET ratio; relative to 1 µM S1P, basal subtracted; Q99500; actives 0.1% (n = 60,000); AID 373;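 active means activation above the screen-wide mean plus 3 SD, cut at about 4.5% in these data, passing the limit was not always enough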; further: some compounds called inactive have numbers as strong as hits
Target sequence (Q99500 whole entry, looked up): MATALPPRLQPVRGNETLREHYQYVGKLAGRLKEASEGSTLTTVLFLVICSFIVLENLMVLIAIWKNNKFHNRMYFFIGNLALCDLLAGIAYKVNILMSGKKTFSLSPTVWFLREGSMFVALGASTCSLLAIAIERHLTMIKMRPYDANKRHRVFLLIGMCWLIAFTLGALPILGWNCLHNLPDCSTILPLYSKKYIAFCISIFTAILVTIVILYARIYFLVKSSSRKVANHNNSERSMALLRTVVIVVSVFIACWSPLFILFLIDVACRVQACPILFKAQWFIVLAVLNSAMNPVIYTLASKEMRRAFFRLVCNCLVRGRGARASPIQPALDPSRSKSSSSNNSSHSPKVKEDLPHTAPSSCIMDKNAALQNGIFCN
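Measure – % activation relative to 1 µM S1P (100%), per plate · System – stable CHO line with human S1P3, Gα16, NFAT-BLA reporter · Timing – cells plated overnight, compound 4 h 37 °C, substrate 2 h RT · Technique – fluorescent BLA substrate, ex 405 nm, em 460/535 nm ratio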
E coli RNAP – blocks E. coli RNA polymerase transcription | P0A8V2 | fluorescence transcription assay | inhibition, %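 (tested at 10 µM)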 | actives 0.2% (n = 62,000); in the data active means inhibition above about 20%;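 further: 0% = enzyme without compound and 100% = no enzyme blank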
HEK293 NFkB inh – inhibitors of the PMA/ionomycin-induced NF-kB reporter in HEK293 cells. HEK-293 NF-kB luciferase reporter, luminescence. inhibition, % at 3 µM. actives 0.21% (n = 62,000);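 active means inhibition above the mean of all tested compounds plus 3 SD, cut at about 40% in these data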;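 further: 0% = stimulated DMSO wells and 100% = 10 µM reference inhibitor 5653914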
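System: NF-kB luciferase reporter HEK-293 cells | Replication: Single test | Control set: DMSO vs reference inhibitor | Evaluation: % inhibition | Schedule: 1 h pretreatment, 16 h stimulation, 37 °C | Probe or stimulus: PMA with ionomycin | Compound dosing: One dose, 3 µM | Detection: Luciferase luminescence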
M1 agonist – M1 muscarinic receptor agonism. actives 3% (n = 64,000). AID 626. CHO-M1 cells, Fluo-4 calcium fluorescence, agonist mode; hits give high values. B-score at 10 µM;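 active means fluorescence rise, raw or as B-score row- and column-corrected plate score, outside the 99.7% band of its plate's samples, either direction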
TNAP act DEA – human TNAP activation, intermediate phosphate acceptor. 64,000 tested, under 10 active. P05186. activation factor at 20 µM. purified TNAP, CDP-star luminescence, 100 mM DEA, 30 min; hits give high values; scale: 0 levamisole-inhibited, 1 vehicle-only enzyme. AID 813;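 active means activation factor of at least 2 at 20 µM, relative to controls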
S1P1 ag pot – S1P1 (human) agonism or agonism potentiation. P21453. S1P1 CRE-bla cells, forskolin, beta-lactamase FRET, potentiator mode; S1P1 agonist co-added at EC20, 2 nM; 100% = saturating reference agonist, 0% = basal. activation, % at 9.5 µM. actives 0.57% (n = 56,000). AID 449;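 active means activation above a cutoff set at the mean activation of all tested compounds plus 3 SD, cut at about 54% in these data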;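 further: forskolin at 4 µM as EC80 and the EC20 agonist is SEW2871; 100% = SEW2871 at its EC100 plus forskolin at EC80; some compounds past the cut are filed as inactive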
D1 mod – D1 dopamine receptor (human) allosteric modulation | P21728 | B-score at 10 µM | HEK293 D1, CRE-luciferase, dopamine EC30 potentiation; actives deviate in either direction | actives 5.9% (n = 58,000);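 active means luminescence count or its row- and column-corrected plate score outside the 99.7% band of the plate's sample wells, on either side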
Target sequence (P21728 whole entry, looked up): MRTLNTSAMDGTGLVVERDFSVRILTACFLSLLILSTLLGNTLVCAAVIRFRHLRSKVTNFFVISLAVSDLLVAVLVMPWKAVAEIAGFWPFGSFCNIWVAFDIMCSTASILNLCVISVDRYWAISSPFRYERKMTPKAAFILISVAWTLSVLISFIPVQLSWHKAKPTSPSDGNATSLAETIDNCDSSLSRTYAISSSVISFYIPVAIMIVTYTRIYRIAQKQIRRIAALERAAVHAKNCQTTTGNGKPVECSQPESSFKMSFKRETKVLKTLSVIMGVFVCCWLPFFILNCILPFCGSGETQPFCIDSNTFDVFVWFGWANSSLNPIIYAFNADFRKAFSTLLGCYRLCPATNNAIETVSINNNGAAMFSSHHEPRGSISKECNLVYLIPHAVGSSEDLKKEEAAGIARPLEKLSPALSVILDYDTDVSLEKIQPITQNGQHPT
Numbers without * were called inactive; · = no result given. Hits appear at their usual frequency, and some 12% of all compounds hit somewhere here.

smiles,HEK293 NFkB inh,E coli RNAP,S1P3 agonist,TNAP act DEA,S1P1 ag pot,D1 mod,Jurkat tox 60K,M1 antagonist,M1 agonist
COc1ccc(OC)c(C2C(C(N)=O)=C(C)Nc3nc(-c4cccc(Cl)c4)nn32)c1 (configuration not stated),14,3,-0.6,1.1,-23,0.4,3,-0.15,-0.22
CCCCOc1ccc(C)cc1CN(CCO)CCO,·,4,-3.7,0.9,-8,-0.82,·,2.1*,0.33
O=C(CCN1C(=O)c2ccccc2C1=O)Nc1ccncc1,12,4,-1.2,1,-1,0.18,6,-0.016,-0.041
CC1CCN(C(=O)CN2C(=O)C(C)(C)Oc3ccc(C(=O)NC4CCCC4)cc32)CC1,17,5,-0.9,0.8,-9,0.036,-3,1.2,0.3
O=C(c1ccco1)N1CCN(C(=O)c2cnn3cccnc23)CC1,15,1,-0.9,0.9,-8,0.028,8,-1.5,-0.53
COC(=O)C1=C(N)Oc2cc(C)n(Cc3ccncc3)c(=O)c2C1c1cccnc1 (configuration not stated),13,11,0.2,1,-6,-0.042,3,0.89,0.041
CCOC(=O)c1ccc(N2C(=O)CC(N3CCN(C(=O)c4ccco4)CC3)C2=O)cc1 (configuration not stated),-2,4,-1.0,1,-15,-0.42,-10,1.4,0.88
COc1ccc(C(=O)NCc2nnc(SCC(=O)N3CCCCC3)o2)cc1OC,13,4,·,1,·,0.025,·,-0.38,-0.14
O=C1c2ccccc2NC(c2ccncc2)N1c1ccccn1 (configuration not stated),18,-18,-0.6,1,-7,0.35,2,0.41,1.2
CN(Cc1ccccc1)C(=O)CCC(=O)N(C)Cc1ccccc1,-7,13,-1.1,0.9,-3,-1.2,-1,0.47,-0.25
COc1ccc(N2C(=O)CC(NC34CC5CC(CC(C5)C3)C4)C2=O)c(OC)c1 (configuration not stated),12,12,0.1,0.9,22,0.31,-3,0.15,0.0087
O=C(CSC1=NCCN1)NC12CC3CC(CC(C3)C1)C2,-24,9,-0.4,1,-5,-0.61,-5,-1.7,0.22
Cc1cc(C)n(-c2cc(C)c(C)cc2Br)n1,-13,-2,-0.4,0.9,·,0.43,-2,0.0011,0.62
CCn1c(SCC(=O)N2CCCCC2)nnc1-c1ccc(S(=O)(=O)N2CCN(C)CC2)cc1,-1,-5,-0.3,1.1,-17,1,4,-0.011,0.014
O=C(CN1CCN(c2nc(-c3ccc(F)cc3)cs2)CC1)NCc1ccc2c(c1)OCO2,14,9,-1.2,0.9,40,-0.51,0,0.04,0.04
Cc1ccc2nc3c(c(C(=O)O)c2c1)CCC3,19,-4,-0.7,1,2,-0.017,3,0.96,-1.6
CC(C)N(Cc1ccccc1)S(=O)(=O)N(C)C,18,11,-1.2,0.9,·,0.84,-2,-0.00014,0.27
c1cn(CC2(Cn3ccnc3)COC2)cn1,17,10,-0.8,0.9,-5,0.043,1,0.002,-0.05
Cn1nnnc1SCC(=O)N1c2ccccc2Sc2ccc(Cl)cc21,-3,6,-0.6,1,-11,·,2,-2.7*,0.0043
COc1ccc2c(c1)-c1ccccc1S(=O)(=O)N2C(C)=O,-18,29*,0.8,1,20,·,8,1.8,0.11
O=C(NCc1ccco1)c1cc2cc3ccc(Cl)cc3nc2o1,11,5,-0.1,0.8,-9,0.49,-6,-2.5*,0.055
Oc1c(C(c2ccccc2)N2CCc3ccccc3C2)sc2ncnn12 (configuration not stated),8,12,-0.5,0.8,-10,0.082,9,-0.31,-0.94
O=C(c1ccco1)N1CCN(C(=O)N2CCOCC2)CC1,13,-2,-1.6,1,11,-0.24,9,0.1,0.0046
Cc1cc2nn(-c3cccc4ccccc34)nc2cc1N,10,-6,-0.4,1,·,0.41,5,0.42,0.63
COc1ccc(N2CCN(C(=O)c3sc4nc(-c5ccc(F)cc5)cn4c3C)CC2)cc1,12,8,-0.3,1,-22,-0.081,-2,1.9,-0.82
CCOC(=O)C(C)Sc1nc2c([nH]c3ccccc32)c(=O)n1C (configuration not stated),23,·,·,·,·,0.92,·,-0.49,0.84
COc1ccc(-c2nn(-c3ccccc3)cc2CO)cc1OC,12,2,0.2,0.9,-15,6.7*,-1,·,·
CC(=O)c1cccc(NC(=O)CN(c2ccc(C)cc2)S(=O)(=O)c2cccc3nonc23)c1,5,7,0.9,0.9,3,-0.77,-13,0.017,0.67
Cc1cccc(NC(=O)CN2C(=O)COc3ccc(Cl)cc32)c1,18,3,-1.7,1,-1,-0.12,7,-1.4,-0.48
Cn1cnnc1Sc1nc2ccccc2nc1NS(=O)(=O)c1ccccc1,10,0,0.2,0.9,-4,-1,-1,-0.061,-0.043
COc1cccc(CNCC(=O)N2C(C)CCCC2C)c1 (configuration not stated),2,6,-0.4,0.9,4,-0.069,-3,0.22,-0.51
N#Cc1ccc2ccn(CC(=O)NC3CCCCC3)c2c1,10,4,1.7,0.9,16,0.08,-4,0.032,0.031
NC(=O)c1ccc(-n2nnnc2Oc2ccccc2C(=O)N2CCOCC2)cc1,11,6,-0.4,0.9,20,2.2,0,-0.017,-0.74
c1nc(NCC2CCCO2)c2[nH]cnc2n1 (configuration not stated),10,4,·,1,·,0.45,·,1,0.23
Cc1cc(C)c2nc(N)sc2c1,15,9,-1.1,0.9,9,1.7,-1,0.72,0.44
COC(=O)c1cc2sccc2n1CC(=O)Nc1cccc(SC)c1,7,3,-1.1,0.9,24,0.21,-1,0.32,0.008
COCCn1c(N)c(NCc2ccccc2)c(=O)n(CC(=O)Nc2cc(C)ccc2C)c1=O,20,·,-0.7,0.9,17,0.68,-2,0.57,-1.7
O=S1(=O)N=C2CCCN2C(c2ccc(F)cc2)N1 (configuration not stated),16,8,-0.9,0.9,-20,-0.71,2,-1.7,-0.8
Cc1cnc(NC(=O)CN(C)S(=O)(=O)c2ccc(Cl)cc2)s1,17,7,-0.7,0.9,13,-0.46,4,0.31,0.33
Cc1ccn(C(=O)c2ccc(NC(=O)C3CCCCC3)cc2)n1,13,4,2.2,0.9,-13,0.1,5,-0.76,-1.3
Cc1c(-c2cccs2)[n+](=O)c2c(n1[O-])CCC2,1,0,0.8,0.9,7,-0.26,-7,0.29,1.2
CC1Cc2ccccc2N1C(=O)COC(=O)Cn1cnc2ccccc2c1=O (configuration not stated),16,6,-0.2,0.9,-27,0.74,-4,-0.34,-0.26
CCOC(=O)c1ccc(N2C(=O)C(O)=C(C(C)=O)C2c2ccc(O)c(OC)c2)cc1 (configuration not stated),1,1,-0.1,0.9,7,2.5*,-1,-0.28,-0.066
COc1ccc(S(=O)(=O)NCCC(=O)NCc2cccs2)cc1,6,1,-0.8,1,7,0.34,6,-0.23,-1.1
Cc1nn(CC(=O)NCc2cccnc2)c(=O)c2ccccc12,-1,0,-0.8,0.9,-27,-0.63,-6,0.81,-0.57

Looked up one by one from the list above:
smiles,HEK293 NFkB inh,E coli RNAP,S1P3 agonist,TNAP act DEA,S1P1 ag pot,D1 mod,Jurkat tox 60K,M1 antagonist,M1 agonist
O=C(c1ccco1)N1CCN(C(=O)N2CCOCC2)CC1,13,-2,-1.6,1,11,-0.24,9,0.1,0.0046
c1cn(CC2(Cn3ccnc3)COC2)cn1,17,10,-0.8,0.9,-5,0.043,1,0.002,-0.05
CN(Cc1ccccc1)C(=O)CCC(=O)N(C)Cc1ccccc1,-7,13,-1.1,0.9,-3,-1.2,-1,0.47,-0.25

New compounds follow
smiles,HEK293 NFkB inh,E coli RNAP,S1P3 agonist,TNAP act DEA,S1P1 ag pot,D1 mod,Jurkat tox 60K,M1 antagonist,M1 agonist
Cc1cc(C)n(C(=O)CN2C(=O)c3ccccc3C2=O)n1,21,8,-1.0,0.9,-33,-0.33,-1,0.19,0.1
COc1ccc(-c2nc(C#N)c(NCCc3ccccc3)o2)cc1OC,5,-3,-0.9,0.9,-15,2.7,10,0.15,0.92
CCOC(=O)Cc1csc(SCC(=O)c2c(N)n(CC(C)C)c(=O)n(C)c2=O)n1,21,8,-1.1,0.9,18,-3.9*,24,-2.9*,8.9*
Cc1nc(SCC(=O)Nc2c(C)n(C)n(-c3ccccc3)c2=O)n[nH]1,9,-8,0.3,0.9,10,-0.6,0,0.71,-0.032
O=C(CN1C(=O)C2C3C=CC(C3)C2C1=O)NCCc1ccccc1Cl (configuration not stated),19,2,0.1,1,17,0.49,1,-0.39,-0.71
CC1CCN(C(=O)Cc2nn(C)c(=O)c3ccccc23)CC1,6,7,-1.2,1,14,0.26,3,0.62,-0.16
Cc1ccc(/C(O)=C2\C(=O)C(=O)N(CCCN(C)C)C2c2ccccn2)cc1 (configuration not stated),7,8,-0.4,1,6,-0.33,-2,-0.78,0.014
Cc1c(C(=O)NC(C)C)oc2c1-c1[nH]ncc1CC2,4,-2,-0.4,1,-21,-0.33,1,-0.76,0.47
Cn1c(C(=O)N2CCCC(C(=O)N3CCN(C(=O)c4ccco4)CC3)C2)cc2sccc21 (configuration not stated),-2,3,0.3,0.9,3,-0.74,2,0.026,0.084
CCc1cc2c(=O)c(-c3nc4ccccc4[nH]3)coc2c(CN2CCCC(C)C2)c1O (configuration not stated),5,5,-0.6,1,32,-0.92,-2,-0.59,0.027
CN(c1ccc(C(=O)NCc2ccncc2)cc1)S(C)(=O)=O,10,8,0.0,0.9,3,0.018,4,-0.27,0
C=CCNC(=O)C1CC(=O)N(c2ccc(Br)cc2)C1 (configuration not stated),11,0,0.4,1,-15,-0.51,-3,0.032,0.32
Cn1cnc2c1c(=O)n(Cc1ccccc1)c(=O)n2C,-3,0,-0.8,1,-5,·,9,0.037,0.5
CC(C)(C)OC(=O)N1CCC[C@H]1c1nnc(SCc2ccccc2Cl)o1,16,-6,-0.9,1,-10,-0.054,-4,0.0047,-1.7
O=C1C(Cl)=C(N2CCCCC2)C(=O)N1c1ccccc1,1,8,-2.3,1,8,0.18,-1,-0.17,-0.41
CCn1c(=O)c(C(=O)Nc2cccnc2)c(O)c2ccccc21,8,9,-0.7,0.9,1,0.84,-6,-0.2,-0.048
O=C(c1ccc2ccccc2c1)N1CCN(c2ccccc2)CC1,16,7,-0.5,1,21,-1.3,3,-0.46,-0.34
O=S(=O)(NCC1CCCO1)c1cc(Cl)ccc1Br (configuration not stated),2,3,0.1,0.9,-17,0.59,2,0.28,-0.14
N=c1n(Cc2ccc(Cl)cc2)c2ccccc2n1CC(O)c1ccco1 (configuration not stated),16,·,-0.8,0.9,-10,-1,-3,-0.29,-0.59
CSCCC(NC(=O)c1ccc(C)o1)C(=O)O (configuration not stated),16,5,-0.6,0.9,-1,-0.21,7,-0.14,0.15
C/C=C(\C)CN1CCc2cc(OC)c(OC)cc2C1,3,4,-0.3,0.8,·,-1.1,-3,0.23,-0.79
C(#Cc1ccccc1)Cn1nnc2ccccc21,0,-9,0.6,0.9,-45,2.1,5,-0.29,-0.32
CN(C(=O)COc1cc(=O)n(C)c2ccccc12)c1ccc(Br)cc1,8,6,-0.7,0.8,-8,0.3,9,0.19,0.46

Bioassay records: PubChem BioAssay, several laboratories
